AmpC det inh: blocks E. coli AmpC beta-lactamase in presence of detergent. purified AmpC, nitrocefin hydrolysis with detergent. P00811. Potency, µM (series often up to 28.7 µM), without a hit: top-dose activity change, negative = inhibition. 71,000 compounds, 0.09% hits; active means well fitted curve in the direction sought with a large enough effect
Target sequence (P00811 whole entry, looked up): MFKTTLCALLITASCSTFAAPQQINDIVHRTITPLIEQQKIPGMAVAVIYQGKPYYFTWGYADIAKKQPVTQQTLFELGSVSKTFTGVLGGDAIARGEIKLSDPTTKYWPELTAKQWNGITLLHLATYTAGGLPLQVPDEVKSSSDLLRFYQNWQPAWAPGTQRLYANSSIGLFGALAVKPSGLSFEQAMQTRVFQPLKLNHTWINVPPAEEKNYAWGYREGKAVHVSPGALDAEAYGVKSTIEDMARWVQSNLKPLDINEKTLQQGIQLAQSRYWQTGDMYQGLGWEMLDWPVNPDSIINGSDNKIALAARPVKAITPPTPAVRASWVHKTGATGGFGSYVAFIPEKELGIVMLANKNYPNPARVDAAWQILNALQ
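E. coli AmpC (5.3 nM) in 20 mM phosphate pH 7.0 with 0.01% Triton X-100, preincubated 15 min RT with compound; nitrocefin (2 uL of 800 uM stock) hydrolysis followed by 480 nm absorbance every 20 s over 4 min.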
* hit, by the source's call; [ ] = remark or other dose. On the % scale 0 is the no-effect control and ±100 the full control effect; potency means the concentration at half of the fitted maximal effect. These rows are one share of the data. The share of hits here may be higher or lower than overall.

SMILES	AmpC det inh
COc1ccc(-n2cnc3c(sc4nccc(N(C)C)c43)c2=O)cc1	-6.5%
O=C(O)CCCC(=O)NCCc1ccncc1	10.1%
CC1Cc2ccccc2N1C(=O)CSCC(=O)O (centres undefined)	30.4%
COc1ccc(OC)c2c(C)cc(N3CCCN(C)CC3)nc12	2.0%
COc1ccc(-n2c(Cc3cccn3C)nnc2SCC(=O)N2CCOCC2)cc1	12.0%
O=C(OCc1cc2ccccc2[nH]c1=O)c1ccccn1	2.0%
CC(=O)N1CCN(c2ccc(NCc3ccc(F)cc3)cc2)CC1	9.1%
CC1(NC(=O)N2CCCCC2)CCS(=O)(=O)C1 (centres undefined)	0.4%
CC(C(=O)NC1CCCc2ccccc21)N1CCN(Cc2ccc3c(c2)OCO3)CC1 (centres undefined)	-0.6%
CC(=O)O[C@@H]1C[C@]2(C)[C@H](C[C@@H](O)[C@H]3[C@@]4(C)CC[C@@H](O)[C@@H](C)[C@@H]4CC[C@@]32C)/C1=C(\CCC=C(C)C)C(=O)O	-5.6%
CC1CCCCC1NC(=O)c1nnc(Cc2ccc(Cl)cc2)o1 (centres undefined)	13.5%
CCn1c2ccccc2c2cc(NC(=O)Cc3ccc(S(=O)(=O)N4CCOCC4)s3)ccc21	15.5%
Cn1c(=O)cc(SCC(=O)NCC2CCCO2)c2ccccc21 (centres undefined)	6.2%
Cc1oc2c(CN3CCCC3)c(O)ccc2c(=O)c1-c1ccc(Br)cc1	2.9%
CCOC(=O)c1cc2c(=O)n3ccccc3nc2n(Cc2ccccc2)c1=N	-3.1%
Cc1csc2ncc(C(=O)N3CCc4ccccc43)c(=O)n12	11.7%
O=C(OCC(COC(=O)c1ccccc1)(COC(=O)c1ccccc1)COC(=O)c1ccccc1)c1ccccc1	8.1%
O=C(CCN1C(=O)c2ccccc2C1=O)Nn1cnnc1	0.5%
COc1cc(OC)c(C(=O)NC2CC(C)(C)NC(C)(C)C2)cc1OC	-3.4%
CC1CCCC(C)N1C(=O)CSc1nnc(NC(=O)Cc2cccs2)s1 (centres undefined)	25.8%
CCCCn1c(CN2CCN(c3cccc(Cl)c3)CC2)nc2c1c(=O)n(C)c(=O)n2C	5.3%
O=c1cc(N2CCOCC2)[nH]c(=O)n1-c1ccc(Cl)cc1	17.6%
O=c1cc(-c2ccc(O)cc2O)oc2ccccc12	-2.4%
CCNC(=O)N1CCNC(=O)C1CC(=O)OC (centres undefined)	13.5%
COc1ccccc1C(=O)N1CCCN(C(=O)c2ccccc2OC)CC1	-0.9%
NC(=O)c1ccccc1NC(=O)CCCN1C(=O)CCC1=O	-2.9%
CCOc1ccc(NC(=O)CSc2nnc(-c3ccccc3)n2N)cc1	10.7%
Cc1cc(Nc2ccccc2)n(-c2ccccc2)n1	-0.4%
CCN(CC)C(=O)Cn1c(=O)n(Cc2ccccc2Cl)c2c1c(=O)n(C)c(=O)n2C	-2.4%
COc1cccc(OC)c1C(=O)Nc1cc(Cl)ccc1N1CCOCC1	-2.4%
Cc1c(CNC(=O)c2nn3c(c2Cl)NC(c2ccccc2)CC3C(F)(F)F)cnn1C (centres undefined)	-3.6%
Cc1cc(C)n2nc(CC(=O)NC3CCCCCCC3)nc2n1	2.4%
COC(=O)[C@@H]1C(O)[C@@H](C(=O)OC)[C@H](C)N(C)[C@@H]1C (some centres undefined)	-2.0%[5.75 µM]
OC[C@@H]1O[C@@H](N2CCN([C@@H]3O[C@@H](CO)[C@@H](O)[C@H](O)[C@H]3O)CC2)[C@@H](O)[C@H](O)[C@H]1O	-4.5%[5.75 µM]
O=C(CS(=O)(=O)Cc1ccccc1)Nc1nc2c(s1)CCCC2	-4.3%
NC(=O)c1nsnc1-c1ccccc1O	-4.6%
CCCCCCP(=O)(O)c1ccccc1	-1.3%
CC(C)OC(=O)c1cccnc1SCc1cc(=O)n2ccccc2n1	-1.4%
CC1=C(C(=O)OC(C)C)C(c2ccccc2Cl)CC(=O)N1 (centres undefined)	-4.2%
Cc1noc(C)c1CSc1nnc(-c2cccnc2)n1C1CCCCC1C (centres undefined)	1.0%
Cc1cc(NC(=O)C2CCN(S(=O)(=O)c3cnc[nH]3)CC2)ccc1Br	22.4%
COc1ccc(OC)c(S(=O)(=O)N2Cc3ccccc3CC2C(=O)O)c1 (centres undefined)	4.1%
Cc1noc(C)c1C(=O)N1CCC[C@@]2(CCN(Cc3ccc(C#N)cc3)C2)C1	-2.1%
OCCN(Cc1ccccc1)Cc1ccccc1Cl	0.0%
O=C(c1ccc(CNS(=O)(=O)c2cccc(C(F)(F)F)c2)cc1)N1CCOCC1	-5.4%
CCCOC(=O)C1=C(C)NC2=C(C(=O)CCC2)C1c1cccs1 (centres undefined)	12.5%
O=C(CCS(=O)(=O)c1cc(Br)cc2c1N(C(=O)C1CC1)CC2)NCC1CCCO1 (centres undefined)	16.5%
CCNc1nc(N)nc(Oc2ccc(OCC)nn2)n1	-3.5%
Cc1ccc(-n2ncc3c(NCc4ccccc4)ncnc32)cc1	8.5%
CS(=O)(=O)N1CCC2(CC1)CN(c1ncccn1)C2	-0.4%
(list continues)
SMILES	AmpC det inh
O=C(NCc1ccc2c(c1)OCO2)c1nn(-c2ccccc2)c(=O)c2ccccc12	-2.0%
O=C(CSc1nc(-c2ccc(F)cc2)cs1)N1CCOCC1	-2.8%
O=C(Nc1ccc(N2CCN(C(=O)c3ccccc3)CC2)cc1)c1cc2ccccc2o1	8.6%
O=C(Nc1ccccc1)C1CC(=O)N(C2CCCCC2)C1 (centres undefined)	-2.0%
c1ccc2c(c1)CCCN2Cc1nnnn1C1CCCC1	6.0%
COc1ccc(OC)c(NC(=O)[C@H]2CC=CC[C@H]2C(=O)O)c1	-1.7%
CCCCC(CC)CNC(=O)CN(C)S(=O)(=O)c1cccc2nsnc12 (centres undefined)	-2.3%
O=C(CN1C(=O)c2ccccc2S1(=O)=O)N1CCN(Cc2ccc3c(c2)OCO3)CC1	-6.8%
CCn1c(SCC(=O)NC(C)(C)C)nc(O)cc1=O	0.8%
COc1ccc(N2CCN(C(CNC(=O)c3cccc(Cl)c3)c3cccnc3)CC2)cc1 (centres undefined)	-3.3%
CCOC(OCC)P(=O)(O)CCCNCc1ccc(Cl)c(Cl)c1	-1.8%
CCCC1(C(=O)OC)C=C2C(=C(c3ccccc3)C(=O)C2C)CN1 (centres undefined)	-4.9%
Cc1cc(N2CCN(C)CC2)nc2ccc(NC(=O)c3ccc4c(c3)OCO4)cc12	-1.6%
COc1ccccc1-c1nnc(NC(=O)OCC(C)C)s1	-0.9%
COCCNC(=O)[C@@]1(Cc2ccccc2)C=C[C@@H](C)N1C(C)=O	18.1%
C=CCn1c(SCC(=O)c2cccs2)nc2sc(C)cc2c1=O	-4.0%
Cc1cnnc2c1-c1nonc1CC2	13.2%
Cc1cc(C)c(S(=O)(=O)N(CC(=O)O)C2CCCCC2)c(C)c1	-7.0%
COc1cccc(Cn2c(=O)c(C)nc3cnc(N4CCN(C)CC4)nc32)c1	-0.9%
Cc1cc(C)nc(N(C#N)CC(=O)Nc2ccccc2)n1	-3.0%
COc1cc2c(cc1OC)CN(S(=O)(=O)c1ccc3c(c1)OCCO3)CC2	-5.0%
COc1cccc(-c2csc(N3CCN(CC(=O)Nc4ccc5c(c4)OCO5)CC3)n2)c1	-4.0%
COc1ccc(-n2c(SCC(N)=O)nnc2-c2ccccc2F)cc1	-2.9%
COc1ccc(NC(=O)Nc2cccc(C)n2)cc1	9.7%
CN1CCN(c2ncc3nc(-c4ccccc4)c(=O)n(Cc4ccc(F)cc4)c3n2)CC1	-0.3%
CCS(=O)(=O)c1nc2ccccc2n1CC(=O)N1CCCCC1	-6.2%
CC[C@H](C(=O)c1cccs1)C(O)(C(F)(F)F)C(F)(F)F	-0.2%[5.75 µM]
COc1ccc2[nH]cc(C(=O)CN3CCN(C(=O)c4ccco4)CC3)c2c1	-6.3%
CCC(=O)N(Cc1cc(=O)[nH]c2ccccc12)C1CCCCC1	10.7%
O=C(c1ccncc1)N1CCC2(CC1)CN(c1ccccc1)C2	8.7%
O=C(Nc1cccc(-c2cn3cccnc3n2)c1)c1ccc(Br)o1	-3.9%
O=c1[nH]c2ccc(S(=O)(=O)N3CCN(C4CCCCC4)CC3)cc2[nH]c1=O	21.2%
COc1ccccc1-c1nccc(NCc2cccnc2)n1	7.2%
O=C(c1ccccc1NS(=O)(=O)c1ccc(Br)s1)N1CCOCC1	-7.3%
Cc1cccc(N2C(=O)CC(N3CCN(c4cccc(C(F)(F)F)c4)CC3)C2=O)c1 (centres undefined)	5.8%
CCNC(=O)CC1C(=O)N(c2ccc(F)cc2)C(=O)N1CCc1ccc(OC)cc1 (centres undefined)	-3.6%
Cc1cc(NC(=O)CCC(=O)N(CC(=O)NC2CCCC2)c2ccc3c(c2)OCCO3)no1	7.4%
CCc1nc2cc(C)nn2c2nc3ccccc3n12	1.9%
O=C(Nc1nc2ccc(S(=O)(=O)N3CCCC3)cc2s1)C1CCCCC1	-2.8%
CC(=O)N1CCC[C@@]2(CCN(Cc3cc(C(F)(F)F)cc(C(F)(F)F)c3)C2)C1	6.1%

A second format for part of the listing above:
SMILES | AmpC det inh
COc1cccc(-c2csc(N3CCN(CC(=O)Nc4ccc5c(c4)OCO5)CC3)n2)c1 | -4.0%
COc1ccc(-n2c(SCC(N)=O)nnc2-c2ccccc2F)cc1 | -2.9%
COc1ccc(NC(=O)Nc2cccc(C)n2)cc1 | 9.7%
CN1CCN(c2ncc3nc(-c4ccccc4)c(=O)n(Cc4ccc(F)cc4)c3n2)CC1 | -0.3%
CCS(=O)(=O)c1nc2ccccc2n1CC(=O)N1CCCCC1 | -6.2%
CC[C@H](C(=O)c1cccs1)C(O)(C(F)(F)F)C(F)(F)F | -0.2%[5.75 µM]
COc1ccc2[nH]cc(C(=O)CN3CCN(C(=O)c4ccco4)CC3)c2c1 | -6.3%
CCC(=O)N(Cc1cc(=O)[nH]c2ccccc12)C1CCCCC1 | 10.7%
O=C(c1ccncc1)N1CCC2(CC1)CN(c1ccccc1)C2 | 8.7%
O=C(Nc1cccc(-c2cn3cccnc3n2)c1)c1ccc(Br)o1 | -3.9%
O=c1[nH]c2ccc(S(=O)(=O)N3CCN(C4CCCCC4)CC3)cc2[nH]c1=O | 21.2%
COc1ccccc1-c1nccc(NCc2cccnc2)n1 | 7.2%
O=C(c1ccccc1NS(=O)(=O)c1ccc(Br)s1)N1CCOCC1 | -7.3%
Cc1cccc(N2C(=O)CC(N3CCN(c4cccc(C(F)(F)F)c4)CC3)C2=O)c1 (centres undefined) | 5.8%
CCNC(=O)CC1C(=O)N(c2ccc(F)cc2)C(=O)N1CCc1ccc(OC)cc1 (centres undefined) | -3.6%
Cc1cc(NC(=O)CCC(=O)N(CC(=O)NC2CCCC2)c2ccc3c(c2)OCCO3)no1 | 7.4%

Later entries
SMILES	AmpC det inh
CCOC(=O)c1c(CN2CCCCC2)n(C)c2cc(Br)c(OC)cc12	1.8%
CCOc1cc(-c2noc(CCC(=O)Nc3cccnc3)n2)ccc1OC	-1.6%
Cc1cc(C)c(S(=O)(=O)Nc2ccccc2C(F)(F)F)c(C)c1	-6.6%
COC(=O)c1ccccc1NC(=O)CSc1nnnn1C1CCCCC1	-3.4%
CCn1cc(-c2cc(C(F)(F)F)n3nc(C(=O)O)cc3n2)c(C)n1	8.8%
CCOC(=O)c1cccnc1SC(CC)C(=O)N1CCOCC1 (centres undefined)	-4.6%
CN1CCN(C(CNS(=O)(=O)c2ccc(Cl)cc2)c2cccnc2)CC1 (centres undefined)	4.8%
CC(NC(=O)CN1CCC(C(N)=O)CC1)c1ccccc1 (centres undefined)	8.8%
CCOC(=O)C1C(=O)NC(N2CCOCC2)=NC1C(C)C (centres undefined)	2.5%
CCOc1ccccc1C(=O)Nc1nccs1	26.8%
COC(=O)c1ccc(OC(=O)C2CC(=O)N(c3ccc(C)cc3C)C2)cc1 (centres undefined)	-5.8%
CC(=O)N1CCn2c3c(c(=O)c4cc(C)ccc42)CCC31 (centres undefined)	12.6%
O=C(OCCN1CCCCC1)c1ccc(O)cc1	0.4%
CC(=O)Nc1nc2n(n1)C(c1ccccc1)C=C(c1ccccc1)N2 (centres undefined)	1.3%
O=C(N1CCN(c2ccccc2)CC1)C(F)(F)C(F)F	9.2%
Cc1nnc2ccc(-c3cccc(C(F)(F)F)c3)nn12	0.1%
C#CCN1C(=O)C(O)(CC(=O)c2ccc3c(c2)OCCO3)c2ccccc21 (centres undefined)	10.4%
COC(=O)c1sc(N)c(C(=O)OC)c1CSc1nc2sc3c(c2c(=O)n1C)CCC3	2.4%
CC(C)n1c(SCc2ccccc2F)nc2c1c(=O)n(C)c(=O)n2C	10.7%
COc1ccc(COC(=O)c2ccc(N3CCCC3=O)cc2)cc1F	-4.0%
COc1cccc(NS(=O)(=O)c2ccc3[nH]cc(C(=O)NCCCOC(C)C)c(=O)c3c2)c1	-0.1%
COc1ccc(OCC(O)CNc2ccc(Br)cc2)cc1 (centres undefined)	-3.9%
COc1ccc(CCN(C(=O)c2ccc(F)cc2)C2=CC3CCC(C2)N3C)cc1OC (centres undefined)	-4.9%
c1ccc(-c2nnc(-c3ccco3)n2-c2ccccc2)cc1	0.7%
O=C(CNC(=O)c1ccc(Cl)cc1)NCCCn1ccnc1	-1.4%
COc1ccc(OC)c2[nH]c(=O)c(CCNC(=O)c3ccc(Br)o3)cc12	-2.7%
CCc1ccc(-c2nn[nH]n2)cc1	-1.4%
CCOC(=O)CNC(=O)CSc1nc2cccnc2n1C	10.8%
Cc1nn(Cc2ccccc2)c(Cl)c1C(=O)NCc1ccc(C)n1C	-5.8%
O=C(CSc1nnc(CNC(=O)c2ccccc2F)o1)c1ccc(Cl)cc1	-4.5%
Cc1nnc(Nc2ccc3c(c2)ncn3C)c2ccccc12	13.5%
Cn1c(NC(=O)C2CCCO2)cc(=O)n(C)c1=O (centres undefined)	12.3%
Cc1noc(C)c1C(=O)N1CCC2(CC1)CCN(c1ccncc1)CC2	15.8%
CS(=O)(=O)c1nncn1-c1ccccc1	-6.9%
Cc1ccc(C(=O)N2CCOCC2)cc1Cl	-2.4%
CCOC(=O)N1CCN(C(=O)CSCC(=O)N=c2sc3cc(OC)ccc3n2C)CC1	-3.4%
O=C(NCCN1CCOCC1)c1ccc2c(c1)ncn2C1CCCC1	-1.3%
